PGE2 EP2 inh = human EP2 receptor antagonists, primary screen, TR-FRET cAMP, C6 glioma cells | Prostaglandin E2 receptor EP2 subtype (Homo sapiens), P43116 | C6 glioma cells expressing human EP2; cells stimulated with saturating PGE2 | inhibition, % at 25 µM | 260,000 compounds, 0.52% hits;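 active means percent inhibition above 40 after rounding to a whole number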;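 further: rat C6 glioma host cells with rolipram phosphodiesterase inhibitor present; the protocol text gives 20 µM as final concentration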
Target sequence (P43116 whole entry, looked up): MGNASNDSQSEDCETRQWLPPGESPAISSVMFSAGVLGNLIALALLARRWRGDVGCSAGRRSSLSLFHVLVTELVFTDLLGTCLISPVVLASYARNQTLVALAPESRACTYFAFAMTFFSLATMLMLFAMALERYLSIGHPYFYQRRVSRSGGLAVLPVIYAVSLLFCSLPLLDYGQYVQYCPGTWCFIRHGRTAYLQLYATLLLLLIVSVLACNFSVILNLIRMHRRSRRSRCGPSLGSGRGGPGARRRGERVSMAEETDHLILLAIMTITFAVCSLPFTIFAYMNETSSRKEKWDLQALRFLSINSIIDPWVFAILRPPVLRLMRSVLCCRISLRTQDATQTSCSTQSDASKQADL
zfTRPN1 agonist = zebrafish TRPN1 channel agonists, primary screen, cell-based, HEK293, calcium fluorescence; transient receptor potential cation channel N1 (TRPN1/NompC), Danio rerio; HEK293 zebrafish TRPN1-YFP, Fluo-8 calcium fluorescence; 100% = response to 87 µM carbachol; activation, % at 3 µM; 220,000 compounds, 0.18% hits; AID 1424, 2008;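 active means activation above its plate's cutoff, the mean activation of test wells on that plate plus 3 SD, cut at about 19% in these data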;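 further: 0% = DMSO alone and 100% = 87 µM carbachol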
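Material: zebrafish TRPN1-YFP in HEK293 cells. Doses: one dose of 3 µM, 0.3% DMSO. Incubation: dye 1 h 37 °C plus 30 min RT. Measured by: intracellular calcium fluorescence with Fluo-8.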
14-3-3 Bad inh = inhibitors of 14-3-3 zeta/Bad binding, primary screen, biochemical, TR-FRET, bovine 14-3-3 zeta; 14-3-3 protein zeta/delta (Bos taurus), P63103; TR-FRET 14-3-3zeta/Dy647-pBad peptide displacement, 1 h; inhibition, % at 21.7 µM; 220,000 compounds, 0.71% hits;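 active means inhibition above about 70%, limit read from the data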;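 further: 0% = full 14-3-3 plus peptide FRET controls and 100% = background without 14-3-3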
Target sequence (P63103 whole entry, looked up): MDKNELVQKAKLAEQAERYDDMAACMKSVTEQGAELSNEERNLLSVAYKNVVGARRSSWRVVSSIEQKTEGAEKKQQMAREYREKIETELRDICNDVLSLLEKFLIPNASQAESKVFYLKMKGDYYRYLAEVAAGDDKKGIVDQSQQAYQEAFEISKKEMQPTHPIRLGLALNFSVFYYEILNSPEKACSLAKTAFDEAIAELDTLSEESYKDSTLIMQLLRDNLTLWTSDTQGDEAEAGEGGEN
TRPML3 ag = human TRPML3 channel agonists, primary screen, cell-based, HEK293 TRPML3-YFP, Fluo-8 calcium fluorescence, 3 µM; Mucolipin-3 (Homo sapiens), Q8TDD5; 100% = the carbachol control signal; activation, % at 3 µM; 220,000 compounds, 0.29% hits; AID 1448, 2008;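 active means activation above its plate's cutoff, the mean activation of the plate's test wells plus 3 SD, cut at about 12% in these data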;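 further: 0% = DMSO only wells and 100% = carbachol wells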
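Test system: HEK293 cells stably carrying human TRPML3-YFP; Doses: single dose, 3 µM final nominal compound, 0.3% DMSO final; Schedule: dye loading 1 h 37 °C then 30 min ambient, 125 s read; Technique: Fluo-8 calcium fluorescence; Benchmarks: high control carbachol 87 µM, low control DMSO.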
CHOP inhibitor = inhibitors of CHOP promoter induction, primary screen, cell-based, unfolded protein response, luciferase reporter; CHO-K1 CHOP-promoter luciferase, tunicamycin-induced, 15-18 h; inhibition, % at 10 µM; 220,000 compounds, 3.8% hits; AID 2732, 2010;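 active means compounds that reduced the stress-induced luciferase reporter signal by more than about 70% of percent inhibition, limit read from the data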;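 further: 0% = tunicamycin plus vehicle and 100% = wells without tunicamycin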
NPY1 pot ag = NPY-Y1 receptor potentiators or agonists, primary screen, cell-based. 220,000 compounds, 0.37% hits. Neuropeptide Y receptor type 1 (Homo sapiens), P25929. NPY-Y1 expressing cells, potentiator/agonist activation. activation, % at 3.6 µM; in the data active means activation above about 33%, passing the limit was not always enough;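 further: cells stimulated with NPY at EC10 then isoproterenol at EC100; 0% = low agonist plus stimulus and 100% = saturating agonist plus stimulus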
Target sequence (P25929 whole entry, looked up): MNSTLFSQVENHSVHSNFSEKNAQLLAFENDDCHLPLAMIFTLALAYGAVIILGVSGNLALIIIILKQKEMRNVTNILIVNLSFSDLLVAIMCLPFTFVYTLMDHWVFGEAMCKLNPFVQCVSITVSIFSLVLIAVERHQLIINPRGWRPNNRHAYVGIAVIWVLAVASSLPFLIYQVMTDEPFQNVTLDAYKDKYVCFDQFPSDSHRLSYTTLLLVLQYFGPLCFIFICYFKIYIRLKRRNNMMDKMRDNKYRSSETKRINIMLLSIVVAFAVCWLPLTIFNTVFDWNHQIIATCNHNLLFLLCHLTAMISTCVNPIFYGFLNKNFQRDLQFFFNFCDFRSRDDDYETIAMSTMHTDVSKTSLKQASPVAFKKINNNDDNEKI
PPC-1+TRAIL kill = compounds killing PPC-1 cancer cells with TRAIL present, primary screen, TRAIL potentiator project, ATPLite luminescence, uHTS | 220,000 compounds, 0.41% hits | PPC-1 cells + TRAIL, ATPLite viability luminescence | AID 1443, 2008 | cell killing (% activity), % at 4 µM;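 active means cell killing above 50% in the first pass at 4 µM, then a duplicate retest at 5 µM averaging 50% or more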;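 further: plate controls were cells with TRAIL plus DMSO for no effect and medium-only wells lacking cells for full effect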
NPY-Y1 antag = NPY-Y1 receptor antagonists, primary screen, cell-based; Neuropeptide Y receptor type 1 (Homo sapiens), P25929; inhibition, % at 3.6 µM; HEK293-CNG Y1 cells, membrane potential fluorescence; NPY at EC95, then isoproterenol; 200,000 compounds, 1% hits; AID 1040, 2008;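 active means inhibition above the campaign mean inhibition of all tested compounds plus 3 SD, cut at about 20% in these data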;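 further: 0% = DMSO wells given NPY plus isoproterenol and 100% = isoproterenol alone without NPY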
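Test system: HEK293 cells co-expressing NPY Y1 receptor and cyclic-nucleotide gated channel; Also added: NPY (25 nM), isoproterenol (1 µM), Ro 20-1724 (25 µM); Compound dosing: one concentration, 3.6 µM, in 0.4% DMSO; Timing: dye 3 h, compound 60 min room temperature, stimulation 45 min; Technique: Membrane-potential fluorescent dye readout.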
EP2 mod = EP2 receptor modulators, cAMP readout, primary screen, cell-based, HTRF cAMP, PGE2 stimulation; Prostaglandin E2 receptor EP2 subtype (Homo sapiens), P43116; EP2-expressing cells, cAMP HTRF FRET, PGE2 co-stimulation; 260,000 compounds, 0.83% hits; induction, % at 25 µM;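 active means compounds whose cAMP rise, as percent of the full-agonist control response, exceeds 60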;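 further: rat C6 glioma line stably carrying human EP2 under a CMV promoter; the protocol text gives 20 µM as final concentration; 100% = response of wells given 1 µM PGE2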
* = called active by the depositor; . = not tested or not shown; & = joins results of further samples; [ ] = another dose, or the depositor's remark. This is a subset. The share of hits here may be higher or lower than overall.

SMILES	PGE2 EP2 inh	zfTRPN1 agonist	14-3-3 Bad inh	TRPML3 ag	CHOP inhibitor	NPY1 pot ag	PPC-1+TRAIL kill	NPY-Y1 antag	EP2 mod
Cc1ccccc1Cn1c(CN2CCN(C(=O)c3ccco3)CC2)nc2c1c(=O)n(C)c(=O)n2C	9	.	2	.	-3	.	18	.	-11
CCn1c(SCC(=O)Nc2nc(C)cs2)nnc1-c1cccnc1	8&7	-0.2	-19	0.7	6	-9	3	7	-3&-12
OC(CNCc1ccccc1)COCc1ccc(Cl)cc1 (configuration not stated)	8	-0.8	5	1.4	-1	17	23	2	-16
CC(CCc1ccccc1)NC(=O)c1cncc(Br)c1 (configuration not stated)	13	0.1	-3	0.3	19	-11	7	3	-11
C=CCn1ccc2c([N+](=O)[O-])cccc2c1=O	4	0.3	-1	0.6	29	11	-8	2	1
COc1cc(Nc2ccccn2)cc(C(=O)Nc2cccc(C(F)(F)F)c2)c1	12	.	-1	.	38	.	-2	.	14
Cc1cc(C)n2nc(C(=O)NCCc3ccccc3)nc2n1	12	-0.8	-9	0.1	28	-2	21	-5	11
Cc1ccc(-c2nnc3n2N=C(c2ccccc2Br)CS3)cc1	9	-2.4	-3	-1.2	52	-44	-5	17	7
Cc1cccc(OCc2nc(-c3cccnc3)no2)c1	6	-0.5	6	0.3	7	-24	18	4	-20
Cc1c(CCOC(=O)CC23CC4CC(CC(C)(C4)C2)C3)sc[n+]1Cc1ccc([N+](=O)[O-])cc1	0	-1.6	-2	-0.2	4	16	4	-1	-28
COc1ccc(-c2cc(C(F)(F)F)nc(SCCC(=O)N3CCCC3)n2)cc1	6&7	0.8	-11	0.4	67	-22	-10	1	-81&-60
COc1cc(C(=O)NCCC2=CCCCC2)cc(OC)c1OC	6	0.2	-3	-0.3	2	1	1	6	2
COCCNC(=O)c1cn(Cc2c(F)cccc2Cl)nn1	.	-0.7	2	0.2	-3	21	11	-1	13
CCN(CC)Cc1cc(O)c(CN(CC)CC)cc1O	36	1.6	17	-0.3	-80	4	21	2	-75
COc1cc(S(=O)(=O)Nc2ccc(C(=O)NCC(=O)O)cc2)ccc1NC(C)=O	11	1.3	-6	1.0	-5	16	6	-2	10
CCOC(=O)NC(Nc1nnc(C)s1)(C(=O)OCC)C(F)(F)F (configuration not stated)	8	0.5	-2[fluorescence artefact?]	0.2	47	5	10	-5	12
O=C(CSc1ncn[nH]1)Nc1nsc(-c2ccccc2)n1	10	0.6	13[fluorescence artefact?]	-0.5	-6	6	3	3	15
CC1Cc2ccccc2N1C(=O)CSc1nnc(-c2ccccc2)c(-c2ccccc2)n1 (configuration not stated)	2	-1.2	-10	-0.9	22	-13	13	6	47
COc1ccccc1CN1C(=O)c2ccccc2C1C(=O)NC1CCC(C)CC1 (configuration not stated)	1	-1.6	-1	-0.1	16	-11	6	12	-2
CCOC(=O)c1cccc(NC(=O)C2CCCN(S(=O)(=O)c3c(C)n[nH]c3C)C2)c1 (configuration not stated)	.	-0.6	-8	-0.4	10	-4	8	-4	-14
Cc1ccc(-c2nnc(N3CCN(C(=O)c4cccs4)CC3)c3ccccc23)cc1	6	0.4	0	0.8	46	-4	7	.	-10
CCCN1CCN(c2nc(-c3cccs3)nc3ccccc23)CC1	7	0.1	-8	1.1	25	-40	17	7	7
COc1ccc(C2(C(=O)N3CCOCC3)CCOCC2)cc1OC	14&5	0.5	4	1.3	5	12	16	0	1&-34
CC(C)c1nnc(NC(=O)c2ccc(N3C(=O)CCC3=O)cc2)s1	10	0.0	-5	0.4	-45	5	18	2	-2
Cn1c(NC(=O)c2cccnc2)nc2ccccc21	52*	0.8	31	0.7	-11	-3	19	7	17

Some of these compounds in order of their number in 14-3-3 Bad inh, lowest first.
SMILES,14-3-3 Bad inh
COc1ccc(-c2cc(C(F)(F)F)nc(SCCC(=O)N3CCCC3)n2)cc1,-11
CC1Cc2ccccc2N1C(=O)CSc1nnc(-c2ccccc2)c(-c2ccccc2)n1 (configuration not stated),-10
C=CCn1ccc2c([N+](=O)[O-])cccc2c1=O,-1

Reformatted with bars between the fields: 3 of the compounds above.
smiles | PGE2 EP2 inh | zfTRPN1 agonist | 14-3-3 Bad inh | TRPML3 ag | CHOP inhibitor | NPY1 pot ag | PPC-1+TRAIL kill | NPY-Y1 antag | EP2 mod
COc1ccc(C2(C(=O)N3CCOCC3)CCOCC2)cc1OC | 14&5 | 0.5 | 4 | 1.3 | 5 | 12 | 16 | 0 | 1&-34
CC(C)c1nnc(NC(=O)c2ccc(N3C(=O)CCC3=O)cc2)s1 | 10 | 0.0 | -5 | 0.4 | -45 | 5 | 18 | 2 | -2
Cn1c(NC(=O)c2cccnc2)nc2ccccc21 | 52* | 0.8 | 31 | 0.7 | -11 | -3 | 19 | 7 | 17

The listing continues:
SMILES	PGE2 EP2 inh	zfTRPN1 agonist	14-3-3 Bad inh	TRPML3 ag	CHOP inhibitor	NPY1 pot ag	PPC-1+TRAIL kill	NPY-Y1 antag	EP2 mod
COc1cccc(C2CC(c3ccccc3Cl)n3nnnc3N2)c1 (configuration not stated)	18	-0.5	1	0.1	3	-4	17	5	-20
Cc1ccc(C(=O)COc2nc(C)cc(C)c2C#N)cc1	9	-0.4	-16	0.0	6	-5	16	6	-28
Cc1ccc(NC(=O)CSc2nnc(C)n2-c2ccccc2)cc1	12	-0.9	-8	-1.0	20	-7	2	0	6
Cn1cnnc1-c1cccc(NS(=O)(=O)c2ccc(N3CCCC3=O)cc2)c1	9	1.8	-2[fluorescence artefact?]	0.3	-17	4	12	3	32
CCOC(=O)c1ccc(NC(=O)Nc2ncc(Cl)cc2Cl)cc1	6	1.6	7	1.1	-18	8	21	.	15
Cc1cc(/C(N)=N/OC(=O)Nc2cccc(C(F)(F)F)c2)no1	6	2.9	2	0.1	-4	14	3	.	-37
CCc1ccc(/C=N/NC(=O)c2cc(-c3ccccc3OC)nc3ccccc23)s1	11	-0.2	-1	0.4	44	-5	12	1	-15
CCOC(=O)N1CCN(C(=O)CNC(=O)Cc2ccc(Cl)cc2)CC1	15	-1.0	-7[fluorescence artefact?]	1.1	3	-10	6	-4	9
COC(=O)c1ccc(CN2CCN(CC(C)C)C(CCO)C2)cc1 (configuration not stated)	10	-1.6	4	-0.3	1	-2	17	.	8
COc1ccc(C(C#N)Nc2ccccc2C)cc1 (configuration not stated)	9	0.6	-2[fluorescence artefact?]	0.7	16	13	33	-3	6
CCOC(=O)CCn1c(=S)n(CCC(=O)OCC)c2ccccc21	3	-0.6	3	0.4	16	-15	2	.	-1
O=C(CN(Cc1ccccc1)S(=O)(=O)c1ccc2c(c1)OCCO2)N/N=C/c1cccc(Br)c1	5	1.2	-18	0.7	51	-37	10	2	-65
O=C(OCc1nc2ccccc2s1)c1ccco1	5	-0.2	2	0.3	-56	7	5	9	22
N#CCCSc1ccccc1NC(=O)c1ccc(S(=O)(=O)N2CCCC2)cc1	12	1.8	10	0.4	-6	-6	6	-8	-23
CCOC(=O)c1sc2ncn(CC(=O)N(CC)CC)c(=O)c2c1C	7	0.0	-4	1.5	-7	0	15	0	3
C/C(CCc1oc2c(Br)cc(Br)cc2c1-c1ccc(C)o1)=N\O	26	1.8	-2	-0.2	18	1	8	4	52
O=C(CN(c1ccccc1Cl)S(=O)(=O)c1ccccc1)N/N=C/c1ccccc1C(=O)O	5	0.0	-9	0.8	14	-12	16	2	21
COc1cc(/C=N/Nc2nc3ccccc3o2)cc(OC)c1O	2	-0.8	-7	-0.2	2	4	-3	2	14
CCOC(=O)C1CCN(c2c(N3CCCCCC3)c(=O)c2=O)CC1	10	-0.1	-7	0.3	29	14	15	-4	-22
O=C(O)C1CCCCC1C(=O)NCCCn1ccnc1 (configuration not stated)	8	-0.7	3	0.7	-19	10	4	4	10
CC(C)NC(=O)Cn1nnc(-c2cccc(NC(=O)c3ccccc3F)c2)n1	16	0.5	2	0.5	5	4	6	2	-19
O=C1c2cccc3c(N4CCOCC4)c([N+](=O)[O-])cc(c23)C(=O)N1c1cccc2ccccc12	6	1.5	2	1.5	22	-8	36	2	34
CC(=O)Nc1ccccc1-c1nc2ccc(C(=O)N3CCN(c4cc(C)ccc4C)CC3)cc2[nH]c1=O	10	0.3	2	0.1	20	-10	3	6	18
CCOc1cccc(N2C(=O)CC(N3CCC(C(N)=O)(N4CCCCC4)CC3)C2=O)c1 (configuration not stated)	25	0.5	4	0.5	28	-4	16	-8	36
CC12CN3CC(C)(CN(C1)C3c1ccc3c(c1)OCO3)C2 (configuration not stated)	0	1.0	-1	0.6	5	3	0	4	14
O=c1cc(-c2ccccc2Cl)oc2c(NS(=O)(=O)c3cccs3)ccc(O)c12	5	.	-2	.	17	.	11	.	8
O=C(NCCCN1CCN(c2cccc(Cl)c2)CC1)c1nc(-c2ccncc2)no1	9	-0.4	-7	0.6	9	-32	5	8	-8
CC(C)c1ccc(NC(=O)C(=O)C2C(=O)Nc3ccccc32)cc1 (configuration not stated)	7	0.3	-17	0.6	74*	-4	10	0	-37
COc1cc(S(=O)(=O)N(Cc2ccccn2)Cc2ccccc2Cl)ccc1-n1cnnn1	3	-0.8	5	-0.3	23	-23	24	1	-15
O=C(Cn1cnc([N+](=O)[O-])n1)N/N=C/c1ccc2ccccc2c1	12	-0.5	-4	0.5	18	10	5	-2	0

Rewritten as a markdown table: entries from further up
| structure | PGE2 EP2 inh | zfTRPN1 agonist | 14-3-3 Bad inh | TRPML3 ag | CHOP inhibitor | NPY1 pot ag | PPC-1+TRAIL kill | NPY-Y1 antag | EP2 mod |
| --- | --- | --- | --- | --- | --- | --- | --- | --- | --- |
| COc1cc(/C=N/Nc2nc3ccccc3o2)cc(OC)c1O | 2 | -0.8 | -7 | -0.2 | 2 | 4 | -3 | 2 | 14 |
| CCOC(=O)c1sc2ncn(CC(=O)N(CC)CC)c(=O)c2c1C | 7 | 0.0 | -4 | 1.5 | -7 | 0 | 15 | 0 | 3 |
| CC12CN3CC(C)(CN(C1)C3c1ccc3c(c1)OCO3)C2 (configuration not stated) | 0 | 1.0 | -1 | 0.6 | 5 | 3 | 0 | 4 | 14 |
